# Screening data from PubChem BioAssay.
# mIAP activ – activators of mouse IAP, primary screen, biochemical, luminescence, uHTS; intestinal alkaline phosphatase [Mus musculus]; muIAP, CDP-Star luminescence, 30 min; active compounds read high; 1 = vehicle-only enzyme signal, 0 = enzyme-free wells; activation factor at 10 µM; 0.24% of 330,000 active; AID 2805, 2010;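 active = activation factor of at least 2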; also: the source names both 10 and 20 µM as test concentration; values of inactives mirror those of a sister screen read the other way
#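 Assay system: mouse IAP enzyme; reagent: chemiluminescent substrate CDP-Star; dosing: test compounds delivered from DMSO solution; schedule: 30 min at room temperature; measured by: luminescence from enzymatic CDP-Star hydrolysis; controls: DMSO-only wells and no-enzyme negative control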
# GRIN3A LBD mod – binders of NR3A ligand-binding domain, primary screen, biophysical, differential scanning fluorimetry, uHTS | Glutamate receptor ionotropic, NMDA 3A (GRIN3A) ligand-binding domain | NR3A LBD differential scanning fluorimetry, Tm shift; 0% = protein alone, 100% = glycine-bound protein | Tm shift relative to glycine control, % at 25 µM | 2.5% of 340,000 active | AID 1259313, 2017;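 active = melting temperature shift of at least 10% of the positive control shift, at one fixed dose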
# APOBEC3G inh – APOBEC3G DNA deaminase inhibitors, primary screen, biochemical, fluorescence, single-stranded DNA substrate, uHTS; AID 493012, 2011; recombinant A3G, ssDNA deamination FAM/TAMRA fluorescence; inhibition, % at 20 µM; DNA dC->dU-editing enzyme APOBEC-3G (Homo sapiens), Q9HC16; 0.28% of 330,000 active;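 active = inhibition of at least 40% at 20 µM, with no more than 30% in the related APOBEC3A deaminase screen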;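 also: plate controls were DMSO wells with A3G for no effect and wells lacking A3G enzyme for full effect; some compounds called inactive have numbers as strong as hits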
# Target sequence (Q9HC16 whole entry, looked up): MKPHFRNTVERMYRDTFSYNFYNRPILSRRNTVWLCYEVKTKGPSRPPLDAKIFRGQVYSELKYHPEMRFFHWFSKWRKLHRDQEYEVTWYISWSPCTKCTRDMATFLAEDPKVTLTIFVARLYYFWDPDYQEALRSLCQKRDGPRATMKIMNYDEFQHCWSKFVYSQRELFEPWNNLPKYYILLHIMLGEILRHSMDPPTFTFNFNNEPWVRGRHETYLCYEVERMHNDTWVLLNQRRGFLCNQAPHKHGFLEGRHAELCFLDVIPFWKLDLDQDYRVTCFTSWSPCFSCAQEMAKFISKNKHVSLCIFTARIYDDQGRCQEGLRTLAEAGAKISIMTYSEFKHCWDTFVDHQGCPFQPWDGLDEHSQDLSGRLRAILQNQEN
# APOBEC3A inh – APOBEC3A ssDNA deaminase inhibitors, primary screen, selectivity assay for APOBEC3G inhibitor project, biochemical, FAM/TAMRA oligo cleavage fluorescence; DNA dC->dU-editing enzyme APOBEC-3A (Homo sapiens), P31941; AID 493011, 2011; inhibition, % at 20 µM; 0.41% of 330,000 active; recombinant A3A, FAM/TAMRA ssDNA deamination fluorescence;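 active = at least 40% inhibition at 20 µM here, with at most 30% in a related deaminase screen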;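 also: plate controls were A3A with DMSO for no effect and wells lacking A3A enzyme for full effect; some results filed as inactive read as strong as hits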
# Target sequence (P31941 whole entry, looked up): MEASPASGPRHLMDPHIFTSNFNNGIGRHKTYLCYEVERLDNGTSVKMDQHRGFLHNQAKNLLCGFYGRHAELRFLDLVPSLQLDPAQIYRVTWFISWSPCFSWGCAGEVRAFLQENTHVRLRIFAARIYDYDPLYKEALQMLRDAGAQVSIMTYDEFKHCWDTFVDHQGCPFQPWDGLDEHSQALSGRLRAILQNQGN
# hIAP activ – human IAP activators, primary screen, biochemical, luminescence, uHTS | activation factor at 10 µM | purified human IAP, CDP-Star luminescence, 30 min; active compounds read high; 1 = vehicle-only enzyme, 0 = enzyme-free background | 0.16% of 330,000 active;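 active = activation factor of the enzyme at least 2-fold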; also: the source names both 10 and 20 µM as test concentration; values of inactives mirror those of a sister screen read the other way
# hIAP block – human IAP inhibitors, primary screen, biochemical, luminescence, uHTS; purified IAP, CDP-Star luminescence, 30 min; inhibition, % at 10 µM; 0.12% of 330,000 active;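 active = inhibition reaching a set limit with compound at 10 µM in the primary screen, cut at about 35% in these data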;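 also: plate controls were DMSO wells with enzyme for no effect and no-enzyme buffer wells for full effect; values of inactives mirror those of a sister screen read the other way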
# beta cell repl – inducers of MIN6 beta-cell proliferation, primary screen, ATP luminescence, uHTS; AID 2380, 2010; 0.29% of 330,000 active; MIN6 cells proliferation, ATPlite luminescence, 48 h; cells starved in 0.2% serum; 100% = growth in 10% serum; proliferation, % at 10 µM;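 active = compounds whose signal lies at least 3.5 SD above the mean of all wells on their plate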;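 also: 0% = DMSO-treated cells in low-serum medium and 100% = 10% serum control; some compounds called inactive have numbers as strong as hits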
# mIAP block – inhibitors of mouse IAP, primary screen, biochemical, luminescence, uHTS; purified mouse IAP, CDP-Star luminescence, 30 min; inhibition, % at 10 µM; 0.2% of 330,000 active;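 active = inhibition of at least 40% at 10 µM in the primary screen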;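 also: plate controls were DMSO with enzyme for no effect and no enzyme wells for full effect; values of inactives mirror those of a sister screen read the other way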
# MPTP block – mitochondrial permeability transition pore inhibitors, primary screen, biochemical, isolated mouse mitochondria, absorbance | 1.4% of 360,000 active | inhibition, % at 10 µM | Ca2+ swelling absorbance, 30 min;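 active = inhibition of 50% or more, scaled per plate between neutral and stimulator controls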;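 also: 0% = DMSO wells given calcium and 100% = 1 mM EGTA wells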
# * hit, by the source's call; · = no result given.
# The first three compounds as a preview:
SMILES,mIAP activ,GRIN3A LBD mod,APOBEC3G inh,APOBEC3A inh,hIAP activ,hIAP block,beta cell repl,mIAP block,MPTP block
COc1ccc2c3n([n+]([O-])c2c1)CCN=C3c1cc(Cl)c(N)c(Cl)c1,0.94,-2,-6,-1,0.98,2,4,6,-0.7
Cc1cc(C)nc(Sc2c(C)nn(-c3ccccc3)c2C)n1,0.97,-4,-1,-1,1.2,-19,-2,3,1.2
Cc1ccc(C(=O)c2oc3nc(C)cc(C)c3c2N)cc1,0.99,1,-7,-3,0.92,8,-2,1,0.8

# Results, from the start:
SMILES,mIAP activ,GRIN3A LBD mod,APOBEC3G inh,APOBEC3A inh,hIAP activ,hIAP block,beta cell repl,mIAP block,MPTP block
COc1ccc2c3n([n+]([O-])c2c1)CCN=C3c1cc(Cl)c(N)c(Cl)c1,0.94,-2,-6,-1,0.98,2,4,6,-0.7
Cc1cc(C)nc(Sc2c(C)nn(-c3ccccc3)c2C)n1,0.97,-4,-1,-1,1.2,-19,-2,3,1.2
Cc1ccc(C(=O)c2oc3nc(C)cc(C)c3c2N)cc1,0.99,1,-7,-3,0.92,8,-2,1,0.8
CCN1CCN(CCNC(=O)c2cn(C(C)c3ccccc3F)nn2)CC1 (stereo not given),0.88,1,-7,0,0.98,2,0,12,1.8
CS(=O)(=O)N(CC(=O)NCCSC1CCCCC1)c1ccccc1,0.97,-1,4,-1,0.98,2,0,2,-1.9
Cn1c(SCC(=O)NC2(C#N)CCCCC2)nnc1-c1cccnc1,1,17*,-1,-3,1.1,-6,-1,-2,0.5
CCCCC1CCC(c2ccc(C(N)=O)cc2)CC1 (stereo not given),0.97,-1,-4,2,1,-2,0,3,-0.2
Cc1ccc(CNC(=O)c2ccc(NS(=O)(=O)c3c(C)noc3C)cc2)cc1,0.93,-4,-4,-1,1.1,-9,-2,7,-1.0
COc1ccc(OCCN2CCOCC2)cc1,0.97,0,-8,-9,0.9,10,1,3,0.3
COc1ccccc1-n1c(CNC(=O)c2ccc(S(=O)(=O)N3CCCCC3)cc2)n[nH]c1=S,1,1,15,2,1.1,-5,0,0,1.1
COc1ccc(CCNC(=O)c2cccc(NC(=O)CC3SC(N4CCCCC4)=NC3=O)c2)cc1OC (stereo not given),0.98,-1,-6,-4,1.1,-14,-3,2,-0.3
CCO[C@@H]1OC(C(=O)O)=C[C@H](c2cn(C(C)=O)c3ccccc23)[C@H]1CCCO,0.93,3,-6,-3,0.93,7,-2,7,-2.8
Cc1cccc(C)c1NC(=O)C(C)N (stereo not given),0.95,·,-6,-1,0.97,3,-3,5,·
CC(C)(C)OC(=O)N1CCC(c2c(C(=O)O)cnn2-c2ccccc2)CC1,1,2,-4,-1,1.1,-6,0,0,-1.9
c1ccc(Sc2ncnc3c2oc2ccccc23)cc1,0.9,34*,-4,1,0.91,9,5,10,-0.4
O=C(NCc1ccc2[nH]c3c(c2c1)CCCC3)c1ccc(S(=O)(=O)N2CCOCC2)cc1,1,-3,1,3,1,0,-2,-4,0.3
COc1ccccc1CNC(=S)Nc1ccc(F)cc1,1.2,2,-12,-4,1,-1,-3,-20,-0.5
O=C(c1ccco1)N1CCCC(c2ccccc2)C1 (stereo not given),0.94,1,1,-2,0.97,3,-1,6,42
COc1ccccc1CNC(=O)C1CC(=O)N(c2ccc(C)c(C)c2)C1 (stereo not given),1.1,·,1,1,0.92,8,-1,-11,0.0
O=C(NCCCN1CCOCC1)c1ccc(CNS(=O)(=O)c2ccc(F)cc2)cc1,0.88,2,-7,-6,1,-4,-2,12,-0.5
Cn1ncc(C(=O)N=S(C)(=O)c2ccccc2)c1[N+](=O)[O-] (stereo not given),0.96,-2,-3,0,0.93,7,1,4,-1.2
O=C1Nc2c(c(=O)[nH]c(=O)n2-c2ccc(F)cc2)C1(NS(=O)(=O)c1ccccc1)C(F)(F)F (stereo not given),1.1,-1,-9,-5,1.1,-8,1,-11,1.1
Cc1cc([N+](=O)[O-])cc([N+](=O)[O-])c1NCC(C)C,0.8,2,-4,-6,0.86,14,0,20,-0.3
Cc1nnc(C)n1N1C(=O)c2cccc3cccc(c23)C1=O,1.1,-1,-8,-3,1.1,-8,-2,-6,-0.4
C/C(CCC(C)C)=N\NC(=S)NCc1ccccc1,0.92,-16,-7,-4,1,-1,-5,8,1.1
Cc1ccc(S(=O)(=O)Nc2cc3c(cc2C#N)OCO3)cc1C(N)=O,1.2,-2,-2,-4,1.1,-10,-1,-23,0.5
CN(c1ccccc1)S(=O)(=O)c1cccc(NC(=O)CSc2nnc(N)s2)c1,1,-6,-6,-2,0.93,7,1,-4,7.8
COc1ccc(CN(CC(O)COCc2ccccc2)S(=O)(=O)c2ccccc2Br)cc1OC (stereo not given),1,-15,12,6,·,·,·,-2,0.7
CCOCCCN(C(=O)c1ccco1)C(C(=O)NC1CCCC1)c1ccc(OC)cc1 (stereo not given),1.1,0,-10,-4,1.1,-15,-3,-15,-0.6
Cc1cccc(-n2c(=O)[nH]c3c(C(N)=O)nc(CC(C)C)nc32)c1,0.89,0,-6,-4,1.7,-74,2,11,11
c1coc(-c2nnc3sc(-c4cccs4)nn23)c1,0.84,3,6,6,1,-4,1,16,-0.2
CCCc1c(C(=O)Nc2ccc(F)cc2C)cnn1-c1ccccc1,0.98,-1,3,4,0.97,3,2,2,1.5
CC(Sc1nc2ccccc2c(=O)n1CCc1ccc(S(N)(=O)=O)cc1)C(=O)NC(N)=O (stereo not given),1.1,-1,0,1,1,-4,0,-8,-2.0
Cn1c(SCC(=O)Nc2cccc(S(=O)(=O)NC3=NCCCCC3)c2)nnc1-c1ccncc1,1.1,-2,1,19,1.1,-12,-4,-7,-2.9
COc1ccc(NC(=O)CCN2C(=O)c3ccc([N+](=O)[O-])cc3C2=O)c(OC)c1,1.1,-5,-3,0,1.1,-7,0,-6,1.1
COCCNC(=S)N1CCN(C(c2ccccc2)c2ccccc2)CC1,1.1,2,-11,-4,1.1,-14,0,-11,0.7
CCN(c1ccccc1C)S(=O)(=O)c1cc2c3c(c1)CCC(=O)N3CCC2,1,5,-6,-7,0.97,3,6,-4,-1.7
COc1ccccc1NC(=O)c1cc2c(CO)cnc(C)c2oc1=Nc1ccc(OC)c(OC)c1,0.96,1,-8,-3,1.1,-7,-3,4,1.9
O=C(/C=C/c1ccco1)Nc1nc(-c2ccccn2)cs1,0.96,-25,18,21,1.3,-29,-5,4,-1.1
COC(=O)Cn1c(=O)c2c(nc3n2CC(C)CN3CCc2ccccc2)n(C)c1=O (stereo not given),0.91,0,-9,-4,1.1,-12,3,9,-1.4
COc1ccc(CNC(=O)CCc2nc(-c3ccccc3F)no2)c(OC)c1,1.1,1,-3,0,1.1,-15,-2,-13,1.0
Cc1cccc(OCC(=O)NNC(=O)CCCCC(=O)NNC(=O)COc2cccc(C)c2)c1,0.86,-1,-8,-3,3.2*,-224,1,14,-1.9
Cc1ccccc1OCc1occc1C(=O)Nc1cccc(-n2cnnn2)c1,0.95,6,-8,-6,1.1,-11,-5,5,1.5
CCc1nc2sc3ccccc3c(=O)c2c(=O)n1Cc1ccc(OC)cc1,0.97,-1,-1,4,0.86,14,0,2,5.9
CN(C)S(=O)(=O)c1ccc2oc(SCC(=O)c3c(N)n(C4CC4)c(=O)[nH]c3=O)nc2c1,0.91,-4,-6,-2,1.1,-9,-2,10,0.1
Cn1c(=O)n(C)c2cc(NC(=O)COc3ccc(F)cc3)ccc21,1.1,2,-2,0,1,-3,-3,-9,1.4
Cc1nc(N2CCN(C(=O)c3cnccn3)CC2)c2c3c(sc2n1)CC(C(C)(C)C)CC3 (stereo not given),0.97,0,-4,-1,0.88,12,-8,3,-1.3
O=S(=O)(c1ccc2c(c1)OCCO2)N1CCC(n2nnc3cc(C(F)(F)F)ccc32)CC1,0.94,0,-3,2,0.95,5,-4,6,4.4
COc1ccc(C2CC(C(F)(F)F)n3nc(C(=O)O)cc3N2)cc1OC (stereo not given),1.1,1,-5,0,0.89,11,0,-8,-0.1
COc1ccc(OC)c2c(C)cc(N3CCN(C(=O)c4ccc(F)cc4)CC3)nc12,1.1,-4,-4,-3,1.1,-11,-1,-7,0.6
Cc1ccc(-n2ncc3c2CCCC3NC(=O)CCc2cnccn2)cc1C (stereo not given),0.98,2,-9,4,0.9,10,5,2,-0.4
O=C1c2ccccc2C(=O)N1CCCOc1ccccc1,0.9,0,-8,-3,1,-3,-1,10,-3.9
C=C(C)COc1ccc(-c2[nH]ncc2-c2ccc(OC)cc2)c(O)c1,1.1,5,-5,-5,1.9,-86,-6,-12,5.7
Cc1cc(C(=O)Cn2nnc(-c3ccc(Cl)cc3)n2)c(C)n1CC1CCCO1 (stereo not given),1,-3,-8,7,1.1,-6,-4,0,5.0
O=C(Nc1nc2ccccc2[nH]1)C1CCCO1 (stereo not given),0.86,4,-8,-1,0.9,10,-2,14,-0.2
COc1ccc(NC(=O)CSc2nc3ccncc3[nH]2)c(OC)c1,0.99,-2,-5,-3,0.79,21,-2,1,-0.4
CCn1cc(C(=O)N(C)Cc2ccc(OC(F)F)cc2)c(=O)c2ccc(C)nc21,0.95,0,-7,-5,1.1,-9,8,5,1.8
O=c1c2ccccc2nc2sc(Nc3cccc(Cl)c3)nn12,0.91,-5,2,-2,1,-4,-2,9,0.5
O=C(NC1CCCC1)C(c1ccc(F)cc1)N(C(=O)c1csnn1)C1CCCC1 (stereo not given),0.91,1,-8,-5,0.93,8,1,9,-2.7
CCn1c(SCC(=O)Nc2cc(C)c(Cl)cc2OC)nnc1-c1ccco1,1,-4,-7,-2,1.2,-18,-4,-2,0.3
# The listing continues:
SMILES,mIAP activ,GRIN3A LBD mod,APOBEC3G inh,APOBEC3A inh,hIAP activ,hIAP block,beta cell repl,mIAP block,MPTP block
N#CCSc1ccccc1NC(=O)CN1C(=O)C(=O)N(Cc2ccccc2)C1=O,0.99,0,-7,-3,1,-4,-3,1,0.7
N#Cc1ccccc1COC(=O)CCN=C1NS(=O)(=O)c2ccccc21,1.1,-4,-5,-4,0.95,5,-3,-6,-0.1
Clc1ccccc1-c1nc(-c2cccnc2)no1,0.94,3,-3,0,1.1,-12,-2,6,-1.7
COc1ccc(/C=N/Nc2ccc([N+](=O)[O-])cc2)cc1Cn1cc([N+](=O)[O-])cn1,0.83,7,-3,-1,0.85,15,-1,16,3.0
CCOC(=O)c1c(C)[nH]c(C(=O)COC(=O)c2c(CC)noc2C)c1C,0.94,-2,-10,0,1,-4,8,6,-1.3
CCOC(=O)N1CCC(NC(=O)CS(=O)Cc2nc(-c3ccc(C)cc3)oc2C)CC1 (stereo not given),1,0,-4,-2,1.3,-26,-2,-2,-1.3

# No enrichment for hits; 5% or so of the library scored in one or more.
